NR2F2 inh: blocks human COUP-TFII nuclear receptor; 370,000 tested, 0.7% active; P24468; inhibition, % at 8.6 µM; HEK293T NGFI-A luciferase reporter, luminescence; AID 686940;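 active = inhibition above a per-plate cutoff, mean inhibition of test wells between control levels plus 3 SD, cut at about 38% in these data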;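 also: cells cotransfected with COUP-TFII expression vector driving the NGFI-A reporter; 0% = median of COUP-TF2 test wells and 100% = reporter-only cells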
SRC3 inh: inhibits human SRC3 coactivator; HEK293 GAL4-SRC3 luciferase reporter, luminescence; 360,000 tested, 0.17% active; inhibition, % at 3.6 µM; Q9Y6Q9; AID 588352;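 active = inhibition above a per-campaign cutoff, the mean of all compounds plus 3 SD, cut at about 60% in these data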;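 also: 0% = DMSO-treated cells and 100% = gossypol-treated cells at 36 µM; higher means less SRC3-driven luciferase light from the GAL4 reporter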
ABHD5 PLIN5 PPI: inhibitors of human ABHD5-perilipin-5 interaction | Q00G26+Q8WTS1 | AID 602281 | 360,000 tested, 0.78% active | Split G. princeps luciferase complementation, luminescence, 4 h | inhibition, % at 4 µM;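 active = inhibition above the mean inhibition across every tested compound plus 3 SD, cut at about 22% in these data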;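 also: 0% = DMSO only wells and the 100% control is not disclosed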
LRH-1 inv ag: suppresses constitutive activity of human LRH-1 | O00482 | HEK293T StAR-luciferase reporter, LRH-1 transfected, 24 h | inhibition, % at 3.6 µM | 360,000 tested, 0.13% active;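 active = inhibition above the mean inhibition of all tested compounds plus 3 SD, cut at about 73% in these data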;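 also: 0% = DMSO wells and 100% = reporter-only cells lacking LRH-1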
MC4R barr agon: agonists of human melanocortin 4 receptor (MC4R) beta-arrestin. U2OS MC4R beta-arrestin complementation, luminescence; percent of melanotan II response, DMSO zero. activation, % at 8.9 µM. 360,000 tested, 0.98% active. AID 540308;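 active = activation above a per-plate cutoff, the mean activation of sample wells on that plate plus 3 SD, cut at about 8% in these data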
SRC1 inh: inhibitors of human steroid receptor coactivator 1 (SRC1); AID 588354; inhibition, % at 3.6 µM; HEK293 GAL4-SRC1 luciferase reporter, luminescence; 360,000 tested, 0.12% active; Q15788;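 active = inhibition above the campaign mean plus 3 SD, with each screening campaign given its own cutoff, cut at about 60% in these data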;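 also: 0% = DMSO treated cells and 100% = gossypol at 36 µM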
Target sequence (Q15788 whole entry, looked up, the tested form may be a part): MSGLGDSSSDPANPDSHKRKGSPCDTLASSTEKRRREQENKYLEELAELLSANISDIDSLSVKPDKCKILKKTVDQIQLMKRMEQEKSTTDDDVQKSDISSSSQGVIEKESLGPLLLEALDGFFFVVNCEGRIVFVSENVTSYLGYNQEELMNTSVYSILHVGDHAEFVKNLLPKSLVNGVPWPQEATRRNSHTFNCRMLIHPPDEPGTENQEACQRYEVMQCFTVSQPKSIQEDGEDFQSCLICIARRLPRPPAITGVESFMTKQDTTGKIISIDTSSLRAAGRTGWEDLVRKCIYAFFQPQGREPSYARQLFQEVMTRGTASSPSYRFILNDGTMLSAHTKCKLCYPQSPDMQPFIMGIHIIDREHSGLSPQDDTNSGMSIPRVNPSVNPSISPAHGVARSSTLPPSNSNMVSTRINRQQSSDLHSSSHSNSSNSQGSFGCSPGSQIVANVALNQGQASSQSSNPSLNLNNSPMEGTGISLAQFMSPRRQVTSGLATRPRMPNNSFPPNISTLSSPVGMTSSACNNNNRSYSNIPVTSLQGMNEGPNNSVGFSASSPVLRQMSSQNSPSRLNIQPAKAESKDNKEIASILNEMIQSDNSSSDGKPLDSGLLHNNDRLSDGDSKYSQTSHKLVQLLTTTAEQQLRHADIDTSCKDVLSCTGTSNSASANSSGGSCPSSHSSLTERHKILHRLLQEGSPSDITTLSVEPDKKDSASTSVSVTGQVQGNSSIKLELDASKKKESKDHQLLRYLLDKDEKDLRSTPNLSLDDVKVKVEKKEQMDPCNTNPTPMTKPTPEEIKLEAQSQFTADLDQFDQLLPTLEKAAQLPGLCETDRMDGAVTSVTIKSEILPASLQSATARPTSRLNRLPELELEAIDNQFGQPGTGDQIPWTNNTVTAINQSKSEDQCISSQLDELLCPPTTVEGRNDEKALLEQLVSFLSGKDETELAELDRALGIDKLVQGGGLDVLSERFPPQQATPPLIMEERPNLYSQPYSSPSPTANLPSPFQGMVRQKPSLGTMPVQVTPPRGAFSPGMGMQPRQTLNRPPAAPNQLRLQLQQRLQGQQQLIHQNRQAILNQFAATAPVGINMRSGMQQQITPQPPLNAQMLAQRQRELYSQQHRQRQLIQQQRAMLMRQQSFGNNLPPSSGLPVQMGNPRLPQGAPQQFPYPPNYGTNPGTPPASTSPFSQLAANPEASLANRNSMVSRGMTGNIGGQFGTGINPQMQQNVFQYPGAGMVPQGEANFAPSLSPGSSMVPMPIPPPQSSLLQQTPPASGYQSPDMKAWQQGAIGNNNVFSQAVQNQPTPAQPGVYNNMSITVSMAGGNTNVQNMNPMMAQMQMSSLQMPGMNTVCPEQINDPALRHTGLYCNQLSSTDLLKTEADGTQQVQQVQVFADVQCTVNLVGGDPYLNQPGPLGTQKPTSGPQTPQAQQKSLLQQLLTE
NOD2 RIPK2 PPI: inhibitors of human NOD2-RIPK2 interaction | O43353 | CHO BLA complementation NOD2-RIPK2, CCF4 ratio | inhibition, % at 4.98 µM | 360,000 tested, 0.38% active; in the data active = inhibition above about 21%;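 also: 0% = vehicle only and 100% = reference blocker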
LMP1 NFkB inh: Epstein-Barr LMP1 NF-kappaB reporter inhibition. inhibition, % at 12.5 µM. LMP1-induced NF-kappaB luciferase reporter cells, luminescence. 350,000 tested, 0.69% active; in the data active = inhibition above about 41%;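 also: 0% = neutral control wells and 100% = reference inhibitor control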
TLR9-MyD88 block: blocks human TLR9 binding to MyD88; Q9NR96+Q99836; CHO BLA complementation TLR9-MyD88, CCF4 FRET ratio; inhibition, % at 4.98 µM; 340,000 tested, 0.21% active; AID 504734;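 active = inhibition above the mean over all tested compounds plus 3 SD, cut at about 21% in these data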;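 also: 0% = DMSO only wells and 100% = clavulanate BLA inhibitor control wells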
SRC2 inh: human SRC2 (NCOA2) inhibition. HEK293 GAL4-SRC2 luciferase reporter, luminescence. AID 651957. inhibition, % at 9 µM. Q15596. 370,000 tested, 0.17% active;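 active = inhibition above the mean inhibition of all tested compounds plus 3 SD, set per campaign, cut at about 52% in these data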;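 also: 0% = DMSO treated cells and 100% = cells given Gossypol at 36 µM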
MC4R antag cAMP: human MC4R antagonism in cAMP assay. P32245. MC4R-expressing cells, MTII-stimulated cAMP, LANCE TR-FRET. inhibition, % at 6.5 µM. 360,000 tested, 0.48% active. AID 540295;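 active = inhibition above its plate's cutoff, the mean of tested wells on that plate plus 3 SD, cut at about 29% in these data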;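 also: 0% = Melanotan II alone and 100% = Melanotan II plus saturating MCL0020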
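Material: human MC4R-expressing U2OS cells. Probe or stimulus: Melanotan II challenge. Dosing: 6.5 µM single dose. Times: 30-min compound, 1-h challenge, 1-h detection, room temperature. Technique: TR-FRET with Eu-cAMP and labeled anti-cAMP, 671 nm. Replication: singlicate.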
* = called active by the depositor; x = no result given. A portion of the library, so the mix of outcomes need not match the whole.

SMILES,MC4R antag cAMP,MC4R barr agon,LRH-1 inv ag,NOD2 RIPK2 PPI,LMP1 NFkB inh,SRC2 inh,NR2F2 inh,SRC3 inh,ABHD5 PLIN5 PPI,SRC1 inh,TLR9-MyD88 block
Cc1ccc(NC(=O)Cn2cccc2)c(C)c1,2,0.3,-3,-4,-5,9,5,-12,0,8,5
CC(=O)CC1c2cc(F)ccc2C=C(c2ccsc2)N1c1ccc(-c2ccc(C(N)=O)cc2)cc1 (configuration not stated),x,x,-4,-5,x,-49,-10,x,-8,x,x
COc1ccc(/C=N/Nc2nnc(Cc3ccccc3)c(=O)[nH]2)cc1,-4,-0.7,-2,6,1,0,-1,-3,-1,3,0
COC(=O)c1cc2ccsc2n1Cc1nc(-c2ccc(Cl)cc2)oc1C,-5,0.6,13,-16,-13,1,2,-14,-1,-23,-4
CC(Sc1ncccn1)C(=O)NC1CCCC1 (configuration not stated),-1,-2.3,2,-10,-6,14,11,6,-7,3,-7
NC(=O)c1ccc(-n2nnnc2Oc2ccccc2C(=O)N2CCOCC2)cc1,-4,-0.5,24,-11,-4,-7,-19,-2,-6,-7,1
CSC1=N/C(=C\c2cccc(Cl)c2)C(=O)N1N(C)C,4,-1.3,4,0,-8,-31,-4,-6,-9,6,-11
CN(C)NC(=S)NC1(C)CCS(=O)(=O)C1 (configuration not stated),3,-1.5,-5,-7,3,0,6,19,-5,12,-7
COc1ccc(Cc2nc3ccc(C(=O)N4CCC(N(C)C)C4)cc3o2)cc1 (configuration not stated),-3,-3.6,-9,-9,-10,-11,3,1,-2,-11,-2
NS(=O)(=O)c1ccc(NC(=O)COC(=O)c2ccc(Cl)nc2)cc1,-4,-3.4,-8,-7,1,14,-24,5,-5,3,-10
COc1ccc(CNC(=O)C(C)NCc2ccccc2Cl)cc1 (configuration not stated),16,0.6,19,-5,0,17,2,20,-3,15,-1
C=CCNc1oc(-c2cccs2)nc1S(=O)(=O)c1ccccc1,-1,-0.3,-3,0,0,13,4,-14,-2,4,4
COc1ccc(-c2cc(C(=O)Nc3c(F)cc(F)cc3Br)no2)cc1,25,1.5,-10,2,3,-26,-1,-2,-9,-7,10
CN(C)C(=O)c1cn(-c2ccccc2)nc1-c1cccs1,3,-1.0,2,-6,8,-23,2,-14,-2,-13,4
O=C(CN1CCN(c2ccccn2)CC1)Nc1ccc([N+](=O)[O-])cc1C(=O)Nc1ccccc1F,3,0.2,26,-11,-2,-9,12,25,6,20,-1
CON(C)C(=O)/C=C/c1ccc([B-](F)(F)F)cc1,-5,0.4,-47,-17,-7,-25,-13,-47,0,-36,-25
CCCOc1ccc(CNC(=O)c2ccc3c(c2)N(CC)CCS3)cc1,4,-0.2,-3,-4,-3,1,5,9,-8,2,13
CC(=O)CSc1nnc(-c2ccco2)n1-c1ccccc1,15,0.2,-12,-4,3,-1,-1,-5,3,-3,-2
Cc1ccc(N(C(=O)c2csnn2)C(C(=O)NC2CCCCC2)c2cccnc2)cc1C (configuration not stated),9,0.6,-6,-4,-6,0,-6,2,-12,-17,-10
COc1ccc(/C(N)=N/OC(=O)CCC2CCCC2)cc1,5,-1.1,6,0,-12,-1,0,-18,4,-76,2
C#CCOC(=O)CCCC(=O)Nc1ccccc1OC,0,-1.2,11,-9,-6,-14,0,5,-6,4,6
O=C(O)C[C@H]1c2ccccc2S(=O)(=O)N1C1CCCCC1,9,0.9,-2,0,-3,-3,0,4,4,-4,-3
O=C(NCc1ccccc1)C1=C[C@H](c2ccc(C(F)(F)F)cc2)C[C@H](OCc2ccc(CO)cc2)O1,21,-0.4,5,-3,-1,22,13,5,0,-6,-12
O=C(NC1CC1)C1=C[C@H](c2c[nH]c3ccccc23)C[C@H](OCc2ccc(CO)cc2)O1,9,-0.5,-9,-2,-3,-7,-1,-1,8,-4,0
CC1CCCN(S(=O)(=O)c2ccc(NC(=O)CN3CCCCC3)cc2)C1 (configuration not stated),2,1.4,6,-4,10,-11,19,-6,-6,14,7
Clc1ccc2nc(-c3ccc(Cl)nc3)[nH]c2c1,11,1.7,-60,-5,-29,-51,-10,-64,-6,-75,-2
CN(C)CCCC(C)(O)C(C)(C)c1ccccc1 (configuration not stated),6,-2.4,-6,-9,3,14,18,6,8,2,8
CCN(CC)CCNC(=O)C1CCCCN1S(=O)(=O)c1cccc([N+](=O)[O-])c1 (configuration not stated),1,-0.9,4,-7,5,0,0,14,-2,11,6
NC(=O)Cn1cc(/C=N/NC(=O)c2ccc(Cn3cc(Cl)cn3)o2)c(-c2ccccc2)n1,-5,-2.7,-30,-11,-3,-13,-4,-8,0,5,3
Cc1ccc(CNC(=O)CSCc2ccccc2)cc1,11,-1.3,-18,-3,7,-14,-17,4,-5,-16,4
Fc1ccccc1Cc1noc(CN2CCN(c3ccc(Cl)cn3)CC2)n1,-6,1.3,5,-1,10,12,-2,-2,6,5,7
COc1cc2c(cc1OC)/C(=C/C(=O)c1cccc([N+](=O)[O-])c1)NCC2,0,-0.9,21,4,5,2,-1,-44,-2,-5,-4
Cc1cc(C)n2cc(CSc3ccccn3)nc2n1,4,-1.6,13,-2,-8,-11,-6,9,-1,-7,6
O=C1NNC(c2ccccc2)=N/C1=C\c1ccccc1,7,1.3,-3,-6,5,17,4,12,6,-14,11
Cc1nn(C)c(C(=O)Nc2ccc(S(=O)(=O)NC34CC5CC(CC(C5)C3)C4)cc2)c1Br,15,4.7,-7,1,2,x,x,-9,-5,-1,0
COc1cc(CN2CCC(C(=O)NC(c3ccc(-c4ccccc4)cc3)c3cnccn3)CC2)cc(OC)c1 (configuration not stated),12,-0.4,-18,-3,x,-7,15,-9,9,2,x
Cc1ccc(Nc2nc(C(=O)N3CCC(C(=O)N4CCN(C)CC4)CC3)cs2)cc1,0,0.1,-8,-5,-8,18,-24,-13,4,-26,11
O=c1[nH]c(=O)n(CCOc2ccc(Cl)cc2)cc1Br,4,-1.7,-8,-4,-8,-4,-11,2,3,-16,-3
CCCn1c(N)c(N(CCOC)C(=O)c2ccc([N+](=O)[O-])c(C)c2)c(=O)[nH]c1=O,2,0.1,19,12,-17,-28,-7,2,0,-1,-2
CCN(C(=O)COC(=O)c1ccccc1NCCO)C1CCS(=O)(=O)C1 (configuration not stated),7,-1.3,-4,2,-1,-6,-6,-1,18,7,-1
Cc1cc(=O)[nH]c(SCC(=O)c2ccc3c(c2)NC(=O)CO3)n1,20,-1.4,-12,-2,-8,6,-6,14,-2,-1,-3
Cc1ccc(Nc2ccncc2S(N)(=O)=O)cc1,1,-0.3,15,-2,x,6,-1,-9,6,-2,x
CSc1nc(NCCCO)c2c3c(sc2n1)CN(C)CC3,8,2.7,6,-8,4,-25,8,2,2,3,2
COc1ccc(N=C2SCC(=O)N2CCc2ccc(OC)c(OC)c2)cc1,16,1.4,1,-7,6,7,-23,20,-1,1,-3
COc1ccc(NC(C)=O)cc1S(=O)(=O)Nc1ccc2c(c1)OCCO2,-3,-2.6,-3,-3,-4,2,-39,14,0,4,-7
Cc1oc(C(C)(C)C)cc1C(=O)Nc1ccc(C(=O)O)cc1,6,-0.1,-181,-1,-8,-31,-17,-53,8,-51,1
COc1ccc(NC(=O)C2CCN(S(=O)(=O)c3ccc(Br)s3)CC2)cc1OC,6,-1.1,-10,4,11,-11,-11,24,0,-18,6
COc1ccc(OC)c(C(=O)CN2C(=O)NC(C)(c3ccccc3)C2=O)c1 (configuration not stated),4,-0.5,-4,0,20,3,14,4,-2,0,2
Cn1cnc2c(=O)[nH]cc([N+](=O)[O-])c21,4,-3.1,0,-7,-4,2,2,9,-1,5,-2
CC(C)c1ccc(NC(=O)C(c2ccccc2)N(C)C(=O)CCc2c[nH]c3ccccc23)cc1 (configuration not stated),4,-0.3,15,-7,-6,-15,-5,3,-8,-15,-2
NC(=O)COc1ccc(NS(=O)(=O)Cc2ccccc2)cc1,8,-0.9,-11,6,-2,4,26,-10,-7,5,-6
CCCCCCC1CC(CCc2nc(=S)[nH][nH]2)C(=O)O1 (configuration not stated),4,-3.9,-12,-2,3,7,0,12,-15,-2,-17
Cc1cnc(C(=O)OCC(=O)C23CC4CC(CC(C4)C2)C3)cn1,2,0.4,5,-18,4,-19,-14,4,4,-30,-5
COc1ccc(S(=O)(=O)Nc2ccc3c(c2)C(=O)N([C@H](C)CO)C[C@H](C)[C@@H](CN(C)C(=O)NC(C)C)O3)cc1,3,-0.7,8,7,-5,-12,-11,22,19,-17,9
Cc1ccc(Sc2ncccc2C(=O)NCC(c2ccc(F)cc2)N2CCOCC2)cc1C (configuration not stated),12,-1.8,-9,-1,-2,21,5,-20,2,-6,-9
O=S(=O)(NC1CC1)c1cccc(S(=O)(=O)N2CCCC2)c1,-3,0.8,0,-6,-9,-23,-2,8,-3,6,-9
O=C(NCc1ccccc1F)C(=O)NCC1OCCCN1S(=O)(=O)c1cccs1 (configuration not stated),7,-0.7,-36,-20,0,1,4,3,-11,-16,1
CCCc1nc2oc3c(NCCOCCO)ncnc3c2c2c1COC(C)(C)C2,9,-1.8,21,-5,5,-20,-3,-7,4,14,-9
C#CCOCCOCCOCCNc1nc(N2CCN(C(=O)[C@H](CCCN=C(N)N)n3cc(C(N)[C@@H](C)CC)nn3)CC2)nc(N2CCN(C(=O)[C@H](CCCCN)n3cc([C@@H](N)[C@H](C)CC)nn3)CC2)n1 (some centres not stated),1,-1.6,-17,5,-5,-24,-22,-14,4,10,8
Cc1csc2nc(NC(=O)c3ccccc3)sc(=O)c12,8,5.0,-5,3,-7,24,-11,-41,-6,-14,x
COc1ccc(CC(NC(C)=O)C(=O)NC2CCN(C(=O)NCc3ccccc3)CC2)cc1OC (configuration not stated),-4,-0.7,-14,-8,4,4,-5,7,1,10,6
Cn1cnnc1SCc1ccccc1Br,-4,-1.2,2,0,6,16,-5,3,4,7,-14
Cc1ccc(S(=O)(=O)N2CCN(C(=O)COC(=O)CCOc3ccccc3)CC2)c(C)c1,13,-2.0,17,3,-1,8,-5,13,1,-12,-6
